Bioassay records as filed in PubChem BioAssay.
HGIII-sPLA2 inh – Inhibits HGIII-sPLA2 liposome hydrolysis, primary screen. Q9NZ20. QFRET BODIPY PC-A2 liposome hydrolysis, fluorescence. inhibition, % at 12.2 µM. hit rate 0.56% among 370,000;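 active means inhibition above mean plus 3 SD of compounds lying within the high and low control bounds, cut at about 19% in these data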;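 further: 0% = median of test compound wells and 100% = no enzyme DMSO wells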
DDE Tn6 FP inh – inhibitors of Tn6 peptide binding to human fibrin DD(E) | Fibrin DD(E) TRITC-Tn6 fluorescence polarization displacement | P02675 | AID 720509 | inhibition, % at 8.3 µM | hit rate 0.21% among 370,000;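 active means inhibition above a per-campaign cutoff: mean of compounds within control limits plus 3 SD, cut at about 15% in these data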;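 further: 0% = median of all compound wells on the plate and 100% = blocking peptide control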
PLCb3 inh – blocks human PLC-beta3 enzyme activity; Q01970; Purified PLC-beta3, fluorogenic substrate, fluorescence; inhibition, % at 12.2 µM; hit rate 0.18% among 370,000; in the data active means inhibition above about 11%;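 further: 0% = median of compound wells on plate and 100% = full blocker control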
proKLK7 act – activates the human kallikrein-7 zymogen | P49862 | purified proKLK7, EDANS-DABCYL substrate fluorescence; 100% is mature enzyme control, 0% vehicle | activation, % at 7 µM | hit rate 0.9% among 370,000 | AID 652039;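 active means activation above the mean of all tested compounds plus 3 SD, computed per campaign excluding outliers beyond control limits, cut at about 13% in these data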
UHRF1 MBD2 ctr – human UHRF1 methylated DNA binding inhibitors | Q96T88 | hit rate 0.75% among 370,000 | UHRF1 binding to methylated oligo, TR-FRET | AID 687016 | inhibition, % at 4.4 µM; in the data active means inhibition above about 21%;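 further: UHRF1 SRA domain binding a hemimethylated CpG hairpin DNA probe; 0% = median of test compound wells and 100% = reference inhibitor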
Target sequence (Q96T88 whole entry, looked up, the tested form may be a part): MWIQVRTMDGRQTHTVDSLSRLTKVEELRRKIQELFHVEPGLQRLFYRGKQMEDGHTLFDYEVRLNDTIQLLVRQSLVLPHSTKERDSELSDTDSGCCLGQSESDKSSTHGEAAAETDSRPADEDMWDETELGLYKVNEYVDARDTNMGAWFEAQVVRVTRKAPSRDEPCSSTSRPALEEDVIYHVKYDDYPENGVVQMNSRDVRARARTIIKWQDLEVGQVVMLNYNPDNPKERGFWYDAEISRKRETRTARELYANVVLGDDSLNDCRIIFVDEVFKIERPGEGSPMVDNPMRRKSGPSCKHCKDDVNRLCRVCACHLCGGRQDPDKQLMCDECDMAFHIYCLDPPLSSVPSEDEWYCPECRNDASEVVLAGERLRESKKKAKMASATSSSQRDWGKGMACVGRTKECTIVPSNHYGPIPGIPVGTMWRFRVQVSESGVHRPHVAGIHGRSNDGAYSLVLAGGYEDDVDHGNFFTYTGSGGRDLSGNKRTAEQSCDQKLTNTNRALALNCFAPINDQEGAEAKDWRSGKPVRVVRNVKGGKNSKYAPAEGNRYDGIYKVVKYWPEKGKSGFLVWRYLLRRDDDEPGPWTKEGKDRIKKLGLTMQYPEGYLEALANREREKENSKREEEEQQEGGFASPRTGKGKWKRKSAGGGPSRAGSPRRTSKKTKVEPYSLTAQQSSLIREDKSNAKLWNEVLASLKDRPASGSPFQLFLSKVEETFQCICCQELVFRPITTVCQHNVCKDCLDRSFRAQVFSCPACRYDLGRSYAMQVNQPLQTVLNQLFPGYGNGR
Tn7 DDE FP – DD(E)-Tn7 binding inhibition, primary FP screen. FP displacement of FITC-Tn7 peptide from fibrin DD(E); 0% = median of compound wells per plate. inhibition, % at 8.3 µM. hit rate 0.13% among 370,000;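 active means inhibition above the mean of compounds falling within the control limits plus 3 SD of them, cut at about 14% in these data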;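 further: 0% = plate median of compound wells and 100% = 10 µM Aha-Tn7 peptide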
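Measure: % inhibition scaled between sample-field median and high-control FP; Test system: human fibrin DD(E); Quantity: 2 µM final DD(E) protein; Doses: one dose, 8.3 µM nominal; Schedule: compound with protein 10 min, then 3 h after probe, room temperature; Detection: fluorescence polarization; Medium: Tris buffer with calcium and detergent, pH 7.8.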
NR1D1 modulator – Rev-erb alpha (human) modulation | P20393 | Rev-erbα–FITC-DNA binding, fluorescence polarization, 90 min | activity, % at 10 µM | hit rate 0.79% among 370,000;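 active means activity above about 14%, limit read from the data; passing the limit was not always enough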;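 further: 0% = DMSO wells with 35 nM protein and 100% = DMSO wells with 750 nM protein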
PLCg1 inh – PLC-gamma1 (human) inhibition, primary screen; P19174; purified PLC-gamma1, fluorogenic substrate, fluorescence; inhibition, % at 12.2 µM; hit rate 0.84% among 370,000; AID 720700; in the data active means inhibition above about 9.5%
ASAP1 GAP inh – blocks human ASAP1-stimulated Arf1 GTP hydrolysis; GDP FP detection; Q9ULH1; hit rate 0.19% among 360,000; inhibition, % at 16.5 µM; in the data active means inhibition above about 25%;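 further: 0% = vehicle with enzyme and substrate and 100% = no enzyme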
ARFGAP1 inhibitor – rat ARFGAP1 inhibition; hit rate 0.26% among 360,000; inhibition, % at 16.5 µM; Q62848; Arfgap1-stimulated ARF1 GTP hydrolysis, GDP FP detection; AID 651572;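 active means inhibition above a per-plate limit, mean inhibition of low control wells plus 3 SD, cut at about 25% in these data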;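 further: 0% = DMSO wells with enzyme and 100% = wells lacking Arfgap1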
Target sequence (Q62848 1-136 limits assumed): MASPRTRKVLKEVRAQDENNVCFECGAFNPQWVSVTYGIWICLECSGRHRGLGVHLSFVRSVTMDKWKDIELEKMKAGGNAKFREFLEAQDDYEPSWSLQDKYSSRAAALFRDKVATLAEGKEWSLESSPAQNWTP
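System: truncated rat Arfgap1 GAP domain / Benchmarks: high control wells lacking Arfgap1, low control full reaction with DMSO / Times: compound-enzyme preincubation 20 min, reaction 120 min, detection 60 min, 25 °C / Repeats: one replicate per compound / Also added: human ARF1(Δ1-17)-GTP substrate / Measured by: Tracer-displacement fluorescence polarization with EDTA stop, 620/688 nm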
Numbers without * were called inactive; i = inactive; . = no result given.

#	SMILES	PLCb3 inh	ASAP1 GAP inh	UHRF1 MBD2 ctr	Tn7 DDE FP	NR1D1 modulator	HGIII-sPLA2 inh	DDE Tn6 FP inh	proKLK7 act	ARFGAP1 inhibitor	PLCg1 inh
1	Cc1ccc(C=Nn2c(-c3n[nH]c4c3CCC4)n[nH]c2=S)s1	-8	.	3	4	3	13	-1	-0.1	.	-4
2	CCCN(CCC)C(=O)c1cc([N+](=O)[O-])cc2c1-c1ccc([N+](=O)[O-])cc1C2=C(C#N)C#N	-1	-6	2	-6	-5	2	-6	1.2	2	3
3	Cc1ccccc1-c1csc(N)n1	-11	-4	0	0	-3	4	8	-6.8	-3	-5
4	O=C(Cc1ccc(NC(=O)C2CCCN(C(=O)c3ccccc3)C2)cc1)Nc1ccc(C(=O)N2CCOCC2)cc1 (centres undefined)	5	-2	3	-1	0	-5	2	0.3	7	3
5	COc1ccccc1NC(=O)COC(=O)C1CCCC1	-3	-19	-1	-1	1	7	4	-0.7	-9	4
6	COc1cc(CN2C[C@@H](CO)O[C@@H](n3cnc4c(NCC(C)C)ncnc43)C2)cc(OC)c1OC	0	1	1	0	2	10	0	-0.4	2	-3
7	COC(=O)CCCC(=O)N1CCCC(CCC(=O)NCc2ccc(F)c(F)c2)C1 (centres undefined)	1	-10	2	3	-8	1	-9	0.2	-5	-2
8	COc1ccccc1NCc1cc(=O)oc2c(C)c(O)ccc12	-175	10	1	-1	1	-22	-3	-4.4	2	-126
9	C[C@H]1[C@@H](N)CC[C@@]23CCCN2C(=O)CCC[C@@H]13	0	.	0	-3	5	4	-3	.	.	1
10	COc1ccc2nc3ccccc3nc2c1NC(=O)c1ccccc1Cl	-8	12	-8	-3	4	3	0	-0.5	6	0
11	C/C(=C\c1ccccc1)CN1CCN(Cc2ccc(C)o2)C(CCO)C1 (centres undefined)	1	8	1	-3	1	-6	1	0.2	2	2
12	N#CC1=C(N)SC(N)=C(C#N)C1c1cccc(O)c1	-78	-14	-3	-2	1	-18	10	0.7	-3	-74
13	COc1ccc(CN[C@@H]2CC[C@@]34CCCN3C(=O)CCC[C@H]4C2)cc1OC	3	.	1	-4	-5	1	-3	.	.	-2
14	CC1=CN(S(=O)(=O)c2ccc(C)cc2)C[C@@H]2[C@H]3CC[C@H](C3)[C@H]12	-2	4	1	10	2	-1	3	0.4	-1	4
15	O=C(Cn1[nH]c(=O)c2ccccc2c1=O)OCC(=O)N1CCCc2ccccc21	-1	-6	2	7	-8	3	0	0.7	-7	-2
16	NN=C(NN=Cc1ccccc1)c1ccccc1	6	3	-3	5	-5	3	1	0.3	8	1
17	CCOc1ccc(OCC)c(NC(=O)CSc2nnc(Cn3cnc4ccccc43)n2C)c1	12*	-9	-1	-5	-3	-1	-2	0.4	8	6
18	COCCNC(=O)C1(C)CCCN(Cc2ccc(C)c3ccccc23)C1 (centres undefined)	1	6	0	-4	2	5	-2	0.8	11	0
19	COc1ccc(OC)c(Nc2nc(-c3ccncc3)nc3ccccc23)c1	-15	8	1	-3	-4	1	5	-0.8	7	-10
20	CCCCn1c(Cc2ccccc2)n[nH]c1=S	4	7	0	-3	-5	14	0	-1.1	6	-2
21	O=C(O)CCC1(CCC(=O)O)c2ccccc2-c2ccccc21	-1	7	-1	0	-3	4	1	0.1	-2	1
22	CCCOC(=O)C(=O)NNc1ccccc1	0	1	-2	5	1	6	3	0.0	-8	1
23	COc1cccc(-c2cc(C(=O)O)no2)c1	-22	15	-1	0	2	-3	-11	1.0	8	-15
24	N#Cc1nc(COc2ccc(F)cc2)oc1NCCCn1ccnc1	2	-1	-3	-3	-6	-16	-10	-0.6	-6	1
25	O=C1Nc2ccccc2N=C(c2ccc3c(c2)OCO3)C1N(CCc1ccccc1)C(=O)CSc1ncccn1 (centres undefined)	-20	5	-4	-7	0	-14	2	0.8	1	-12
26	Cc1[nH]n(-c2cccc3ccccc23)c(=O)c1/C=N/NC(=O)c1cccc([N+](=O)[O-])c1	5	8	-1	-1	3	1	1	-0.9	6	3
27	COc1ccc(C(=O)NCc2cc3ccccc3n2C)cc1	-6	-4	2	0	7	-3	0	0.5	0	-1
28	Cc1ccc(S(=O)(=O)Nc2ccc(C(=O)NCc3ccncc3)cc2)cc1	-5	-1	7	0	2	-2	6	0.1	3	-1
29	COc1ccc(C2=C(CC(=O)O)C(=O)CC2)cc1	-23	13	0	1	-2	4	14	-0.4	16	-19
30	Cc1cc(N2CCC[C@@H]2C)nc2ccccc12	-8	.	1	3	-3	15	-2	.	.	6

(next part)
#	SMILES	PLCb3 inh	ASAP1 GAP inh	UHRF1 MBD2 ctr	Tn7 DDE FP	NR1D1 modulator	HGIII-sPLA2 inh	DDE Tn6 FP inh	proKLK7 act	ARFGAP1 inhibitor	PLCg1 inh
31	c1ccc(CCN=C2CCCc3c2[nH]c2ccccc32)cc1	-98	-8	2	2	2	-2	-3	3.1	-9	-69
32	CC(Sc1nc2c([nH]c3ccccc32)c(=O)n1C)c1ccccc1 (centres undefined)	1	5	-1	0	-6	8	-2	0.8	4	0
33	O=[N+]([O-])/C(=C\Nc1ccccc1)S(=O)(=O)c1ccccc1	3	-1	3	6	-2	3	3	0.3	-5	5
34	CCn1nnnc1SCC(=O)Nc1nc(C)c(C)s1	3	-8	0	3	1	5	16*	0.8	-6	3
35	CCCNC(=O)C1(C)CCCN(C(=O)c2c(C)noc2C)C1 (centres undefined)	1	-3	2	0	3	5	2	-0.8	-12	0
36	O=S(=O)(CCOc1ccccc1)N1CCOCC1	-1	4	2	5	5	5	-3	-0.1	7	-2
37	CC(NC(=O)CCOc1ccccc1)c1ccccc1 (centres undefined)	3	-12	1	1	4	3	2	-0.7	-7	-2
38	CSCCC(NC(=O)c1ccc(C(C)(C)C)cc1)C(=O)O (centres undefined)	0	-1	-1	-3	-9	1	-3	-0.3	-1	-1
39	O=C(NCc1ccccn1)NC1CCCCC1	2	-13	0	-1	6	11	-3	0.0	-9	0
40	COc1cc(C2CC(c3ccccc3)=NN2c2ccccc2)ccc1OCC(=O)O (centres undefined)	i	20	2	8	1	-25	0	-36	-7	i
41	CCOc1ccc2nc(COC(=O)c3cccc([N+](=O)[O-])c3)c(C(C)=O)[n+]([O-])c2c1	-5	-9	1	4	3	3	-4	0.4	14	-5
42	O=C(NC1CCCCC1)C1CCN(c2ncccn2)CC1	-15	-9	-1	-3	-1	4	-1	1.5	5	-11
43	N#CCc1nc(CSc2nc3ccccc3s2)cs1	-4	8	-4	-4	1	-40	0	-0.8	14	-4
44	Cc1oc(-c2cccs2)nc1CN1CCN(Cc2ccc(F)c(F)c2)C(CCO)C1 (centres undefined)	-3	-20	1	-5	3	-4	4	0.1	8	-1
45	COc1ccccc1-c1cnc(C(O)c2ccc(C)cc2C)[nH]1 (centres undefined)	-4	9	-2	3	-5	3	0	0.5	-4	-1
46	COc1ccccc1Cn1c(=O)oc2ccc(C)cc21	-9	6	0	7	3	-4	-3	-0.2	4	-2
47	CSc1ccccc1C(=O)C1CCCN(C(=O)c2csnn2)C1 (centres undefined)	4	-2	0	0	0	2	8	0.1	-1	-2
48	CC(=O)Nc1cccc(C(=O)OCc2csc(CC(=O)Nc3ccccc3C)n2)c1	-8	-13	-1	1	-5	-42	3	0.1	7	-2
49	CCOc1ccc(NC(=S)N(CCc2c(C)[nH]c3ccccc23)Cc2ccco2)cc1	-7	0	0	-3	-7	0	9	-0.3	4	-5
50	COc1ccc(CNC(=O)N2CCc3ccccc3C2)cc1Cl	-7	-6	0	1	-4	0	0	-0.6	-6	1
51	CCOc1ccc(NC(=O)CC2C(=O)N(c3ccccc3)C(=S)N2Cc2ccccn2)cc1 (centres undefined)	0	5	0	5	0	-25	7	-0.1	13	1
52	COc1ccc(-n2c(SCC(=O)Nc3ccccc3)nnc2-c2ccoc2C)cc1	3	12	1	-5	-1	-10	-4	-0.3	-1	3
53	COc1ccc(C)cc1NC(=O)C1CC(=O)N(CCc2ccc(F)cc2)C1 (centres undefined)	-9	3	3	0	9	5	-6	-0.2	-6	-1
54	Cc1ccc(NC(=O)Cn2nnc(C(=O)Nc3ccc(C)c(C)c3)c2N)cc1	-3	0	2	0	-6	2	-2	-0.6	16	-2
55	Oc1c(C=Nc2ccccc2Cl)[nH]c2ccccc12	-8	-5	-1	1	2	0	3	0.2	-12	-1
56	CN(C)/C(=N\S(=O)(=O)c1ccccc1)c1ccccc1	-1	-18	1	-1	1	0	-2	0.3	2	0
57	O=C(COC(=O)c1ccccc1Br)NCCc1ccc(F)cc1	-3	14	3	3	-6	11	-4	0.4	3	-3
58	N#Cc1ccc(/C=C2\CC3(OC(=O)C4CCCC4)CCCN2C3)cc1 (centres undefined)	-4	.	-2	-9	-2	0	-1	-0.7	.	0
59	Cc1csc(SCC(=O)NC(=O)NC(C)C)n1	3	5	-2	-2	3	-2	1	-0.2	1	1
60	COc1ccc(C(=O)Oc2ccc(-c3nnco3)cc2)cc1S(=O)(=O)N1CCOCC1	-10	-1	-3	-4	-6	1	5	-0.4	6	0

Next section:
#	SMILES	PLCb3 inh	ASAP1 GAP inh	UHRF1 MBD2 ctr	Tn7 DDE FP	NR1D1 modulator	HGIII-sPLA2 inh	DDE Tn6 FP inh	proKLK7 act	ARFGAP1 inhibitor	PLCg1 inh
61	Cc1cccc(C(=O)NCCNC(=O)c2cnccn2)c1	-5	-7	-1	-2	-1	2	0	-0.2	-3	-2
62	Nc1nc(N2CCN(c3ccc(Cl)cc3)CC2)n[nH]1	4	-5	0	4	0	-1	12	0.2	10	0
63	COc1ccc(C(C(=O)N(C)C2CCCC2)N(Cc2ccc(F)cc2)C(=O)c2cc(C)on2)cc1OC (centres undefined)	-1	.	0	-5	-1	-6	11	0.1	.	4
64	Cc1ccc2nsnc2c1S(=O)(=O)NCc1ccncc1	0	6	1	3	8	9	-5	-0.5	-6	-4
65	O=C(Nc1ccc(OCc2ccccc2)cc1)c1cccs1	-5	6	-1	-6	3	-4	6	1.3	-7	-2
66	O=C(COC(=O)CCCc1nc2ccccc2s1)Nc1ncc(Cl)cc1Cl	-8	5	-3	7	2	-11	2	-0.6	-6	-9
67	Cc1ccsc1C(=O)OCC(=O)NCc1cccs1	8	0	1	-6	-2	4	3	0.2	8	4
68	Cc1ccc(/C=C/C(=O)NCCCN2CCN(CCCNC(=O)/C=C/c3ccc(C)cc3)CC2)cc1	4	0	-1	-5	1	-7	4	0.2	-1	6

3 compounds from above, ordered by heavy-atom count, high to low.
#	SMILES	PLCb3 inh	ASAP1 GAP inh	UHRF1 MBD2 ctr	Tn7 DDE FP	NR1D1 modulator	HGIII-sPLA2 inh	DDE Tn6 FP inh	proKLK7 act	ARFGAP1 inhibitor	PLCg1 inh
63	COc1ccc(C(C(=O)N(C)C2CCCC2)N(Cc2ccc(F)cc2)C(=O)c2cc(C)on2)cc1OC (centres undefined)	-1	.	0	-5	-1	-6	11	0.1	.	4
64	Cc1ccc2nsnc2c1S(=O)(=O)NCc1ccncc1	0	6	1	3	8	9	-5	-0.5	-6	-4
62	Nc1nc(N2CCN(c3ccc(Cl)cc3)CC2)n[nH]1	4	-5	0	4	0	-1	12	0.2	10	0
